Screening results: PubChem BioAssay, several laboratories
TNAP inh noacc – inhibitors of human TNAP without phosphate acceptor; P05186; purified TNAP, CDP-star luminescence, 30 min; inhibition, % at 20 µM; 200,000 compounds, 0.26% hits; AID 1012;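 active means tissue-nonspecific alkaline phosphatase inhibition above about 50% at 20 µM in the single-dose screen, limit read from the data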;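 further: 0% = DMSO negative control and 100% = EDTA positive control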
Target sequence (P05186 whole entry, looked up): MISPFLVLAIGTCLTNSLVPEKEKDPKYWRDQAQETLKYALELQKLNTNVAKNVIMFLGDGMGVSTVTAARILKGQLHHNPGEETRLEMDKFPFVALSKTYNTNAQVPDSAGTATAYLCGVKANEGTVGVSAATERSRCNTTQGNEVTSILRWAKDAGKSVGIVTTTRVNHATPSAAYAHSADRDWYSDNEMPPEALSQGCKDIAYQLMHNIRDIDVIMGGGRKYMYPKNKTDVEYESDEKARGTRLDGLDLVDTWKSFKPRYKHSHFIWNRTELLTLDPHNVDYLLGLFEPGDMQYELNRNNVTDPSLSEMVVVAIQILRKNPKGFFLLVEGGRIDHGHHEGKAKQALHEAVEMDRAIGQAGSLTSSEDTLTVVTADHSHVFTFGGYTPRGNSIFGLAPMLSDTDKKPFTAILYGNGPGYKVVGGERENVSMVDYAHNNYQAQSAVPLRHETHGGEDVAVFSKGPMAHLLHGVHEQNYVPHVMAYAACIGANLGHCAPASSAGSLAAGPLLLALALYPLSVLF
Diaphorase act – counter-screen for diaphorase-based assays: diaphorase activators and chemical reducers. Diaphorase/resazurin coupled assay, resorufin fluorescence, 16 min; stronger effect = higher value; 1 = vehicle wells, 0 = NADH-free wells. activation factor at 20 µM. 190,000 compounds, 0.005% hits;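 active means diaphorase activity raised at least twofold by the compound at 20 µM; inactive means activation factor below 2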
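Test system: Clostridium kluyveri diaphorase, purified enzyme; input: enzyme 0.07 U/mL final; buffer or medium: 50 mM HEPES pH 7.4 with 4.542 mM MgCl2, 0.005% Tween 20; also added: 0.114 mM NADH and 0.1 mM resazurin, final amounts; schedule: 16 min enzyme reaction, ambient temperature; technique: fluorescence of resorufin, 544 nm excitation, 590 nm emission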
TNAP inh hiacc – TNAP (human) inhibition, high acceptor | P05186 | purified TNAP, CDP-star luminescence, 1 M DEA | inhibition, % at 20 µM | 200,000 compounds, 0.03% hits | AID 1135;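 active means over 50% inhibition of tissue-nonspecific alkaline phosphatase at 20 µM in the single-dose screen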;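 further: plate controls were DMSO wells for no effect and EDTA-quenched wells as full inhibition for full effect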
PMI act satM6P – PMI (human) activation, high substrate | P34949 | activation factor at 20 µM | 190,000 compounds, 0.34% hits | coupled PMI enzyme assay, resazurin fluorescence, 20 min; stronger effect = higher value; 1 = untreated enzyme, 0 = substrate-free blank;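 active means activation factor of 2 or more at 20 µM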
Target sequence (P34949 whole entry, looked up): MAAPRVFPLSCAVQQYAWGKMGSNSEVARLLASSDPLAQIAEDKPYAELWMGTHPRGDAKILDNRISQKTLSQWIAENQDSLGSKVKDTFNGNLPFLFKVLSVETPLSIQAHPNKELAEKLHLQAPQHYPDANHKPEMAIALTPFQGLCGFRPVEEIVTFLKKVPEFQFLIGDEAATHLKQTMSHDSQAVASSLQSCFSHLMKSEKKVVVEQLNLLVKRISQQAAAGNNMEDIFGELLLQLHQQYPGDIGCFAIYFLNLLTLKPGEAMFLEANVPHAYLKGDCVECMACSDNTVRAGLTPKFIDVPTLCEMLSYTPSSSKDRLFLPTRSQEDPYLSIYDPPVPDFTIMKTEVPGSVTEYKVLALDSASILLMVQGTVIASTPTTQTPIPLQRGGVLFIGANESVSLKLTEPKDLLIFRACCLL
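test system = human PMI in coupled enzyme assay | medium = HEPES-buffered pH 7.4 with magnesium and detergent | also added = 1.0 mM mannose-6-phosphate substrate with 0.22 mM NADP+ | compound = 20 µM single dose | times = 20 min incubation at room temperature | measured by = resorufin fluorescence (Ex 544/Em 590 nm) from resazurin via diaphorase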
TNAP act hi DEA – TNAP (human) activation, high acceptor; 200,000 tested, under 10 active; purified TNAP, CDP-star luminescence, 1 M DEA, 30 min; stronger effect = higher value; 0 = EDTA background, 1 = DMSO-only activity; P05186; activation factor at 20 µM;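 active means activation factor at least 2 at 20 µM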
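Test system – human TNAP · Doses – 20 µM single point · Incubation – 30 min, room temperature · Signal – luminescent substrate turnover signal · Read-out basis – activation factor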
Efa HMGR inh – inhibitors of class II HMG-CoA reductase from Enterococcus faecalis; purified E. faecalis HMGR, NADPH absorbance 340 nm kinetic; inhibition, % at 10 µM; 190,000 compounds, 0.41% hits;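 active means inhibition above a set limit, the median over all tested compounds plus 3 SD, cut at about 9.5% in these data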;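 further: enzyme runs in reverse so mevalonate oxidation gives rising NADPH absorbance; 0% = complete reaction with DMSO and 100% = background rate lacking mevalonate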
Diaph inh CS – inhibits diaphorase or chemically oxidizes, flagging diaphorase assay artifacts. diaphorase resazurin-to-resorufin fluorescence, NADH, 16 min; bacterial (C. kluyveri) enzyme, not human. inhibition, % at 20 µM. 190,000 compounds, 0.69% hits;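 active means primary screen inhibition at 20 µM above a set limit, cut at about 50% in these data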;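 further: plate controls were DMSO with full reaction for no effect and wells lacking NADH for full effect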
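material = Clostridium kluyveri diaphorase enzyme | amount = 0.14 U/mL diaphorase, enzyme working solution | schedule = incubation 16 min, room temperature | detection = fluorescence of resorufin formed from resazurin, Ex 544/Em 590 nm | benchmarks = positive control minus NADH, DMSO neutral control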
PMI act – phosphomannose isomerase (human) activation. AID 1214. activation factor at 20 µM. purified human PMI, coupled resazurin fluorescence, 20 min; stronger effect = higher value; 1 = vehicle control, 0 substrate-free wells. 190,000 compounds, 0.005% hits. P34949;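 active means activation factor of 2 or more at 20 µM, relative to plate controls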
FLuc stim CS – firefly luciferase counter-screen for stimulation assays | AID 1027 | P08659 | ATPlite luciferase biochemical, luminescence, 10 min; 0 = ATP-free wells, 1 = DMSO control | activation factor at 10 µM | 200,000 tested, under 10 active;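 active means luciferase activation factor, scaled between plate controls, of at least 2 with compound at 10 µM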
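Assay system: Luciferase/luciferin reagent mix; Medium: PBS as buffer for the ATP substrate; Dosing: test compounds dosed from 2 mM stocks in 100% DMSO; Times: 10 min, room temperature; Signal: luminescence from luciferase reaction; Read-out: luciferase activation; Controls: No-ATP low control, compound-free enzyme-plus-ATP high control.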
G6PDH CS – L. mesenteroides G6PDH inhibition counter-screen; inhibition, % at 5 µM; 200,000 compounds, 0.12% hits; Purified L. mesenteroides G6PDH, diaphorase/resazurin coupled fluorescence, 45 min; in the data active means inhibition above about 50%
* marks the source's active call; other numbers are inactive results; . = no result given. An unsorted share of the library; overall some 1.7% were active at least once.

Under each structure: TNAP inh noacc	Diaphorase act	TNAP inh hiacc	PMI act satM6P	TNAP act hi DEA	Efa HMGR inh	Diaph inh CS	PMI act	FLuc stim CS	G6PDH CS
- COc1cc(=O)n(C)c2c(OCC3OC(C)(C)OC3(C)C)cccc12 (stereo unspecified)
→ -14	1	-6	1.1	1.1	-1	2	1.1	1.1	1
- O=C(CSc1nnc(-c2ccc(Cl)cc2)n1-c1ccc(Cl)cc1)N/N=C/c1ccco1
→ -13	0.9	1	1	1	3	8	1	1.1	-2
- CCCCCCOC(=O)/C=C/c1c(C)[nH]c(=O)[nH]c1=O
→ -4	0.9	2	0.8	1	-2	10	0.8	1	4
- COc1ccc(-c2nc(NC(=O)c3ccc(OCC(=O)Nc4ccc(F)cc4)c(OC)c3)sc2C)cc1
→ -12	0.9	3	1	1	0	8	1	1.1	0
- O=C(NC1CCCc2ccccc21)C1CCN(S(=O)(=O)c2ccccc2)CC1 (stereo unspecified)
→ -26	0.9	0	1	1	-6	12	0.9	1	11
- Cc1ccsc1C(=O)OCC(=O)NCC1CCCO1 (stereo unspecified)
→ -12	1	-3	1	1	-3	1	1.1	1	3
- CCCNC(=O)C1CNc2ccccc2O1 (stereo unspecified)
→ -2	1	-5	1.1	1.1	-1	-4	1.1	1.1	6
- Cc1cc(NC(=O)CCC(=O)N(Cc2ccco2)C(C(=O)NCC2CCCO2)c2ccncc2)no1 (stereo unspecified)
→ -15	1	-6	1	1.1	-3	2	1	1.1	5
- Cc1cc(C(C)(C)C)oc1C(=O)N(CC(=O)NC1CCCC1)Cc1ccc(F)cc1
→ -8	0.9	-4	1	1	4	6	0.9	1	-13
- O=C(CSc1ccc(-c2cccc([N+](=O)[O-])c2)nn1)NC1CCCC1
→ -19	0.9	-5	1	1.1	-1	6	1.1	1.1	1
- CC(=O)Nc1ccc(S(=O)(=O)NCc2ccc(C(=O)NCc3ccc(Cl)cc3)cc2)cc1
→ 7	1	-5	1	1	-2	-4	1.1	1.1	13
- CN(C)S(=O)(=O)c1ccc2c(c1)nc(CCC(=O)O)n2C
→ -10	1	-3	0.9	1	-4	2	0.9	1	0
- N#CC(=C1CCCC1)c1nc(-c2ccc(Cl)cc2)cs1
→ -7	0.9	0	0.9	1	26*	11	0.9	0.7	5
- COc1ccc(CNC(=O)COC(=O)c2n[nH]c3ccccc23)cc1
→ 22	0.9	-5	1	1.1	-2	10	1	1	0
- COc1cccc(-c2cc(C(F)(F)F)nc(N3CCN(c4ccccc4)CC3)n2)c1
→ -9	0.9	-4	1	1	-2	11	0.9	1.1	4
- O=C(NCCc1c[nH]c2ccccc12)/C(=C\c1cccnc1)NC(=O)c1cccs1
→ -11	0.8	-5	1	1	0	18	0.9	1	4
- Cc1cc(C)cc(-n2c(C)cc(C(=S)N3CCOCC3)c2C)c1
→ -8	0.8	-2	0.9	1	1	20	0.8	1.1	11
- COC(=O)c1cn(NC(=O)c2ccc(F)cc2)c(=O)c2ccccc12
→ -3	0.9	-6	0.9	1.1	-1	13	0.9	1.1	2
- COc1ccc(/C=N/n2c(SC)nnc2-c2ccccc2)c(OC)c1OC
→ -4	0.9	-1	1	1	0	9	1	1	10
- CCN(CC)CCNC(=O)c1ccc(NC(=O)/C=C/c2cc(OC)c(OC)c(OC)c2)cc1
→ 2	1.1	0	0.9	1	4	-7	0.9	1	0
- CCOC(=O)C1=C(CSc2nc(-c3ccncc3)ccc2C#N)OC(N)=C(C#N)C1c1ccc(OC)cc1 (stereo unspecified)
→ -5	0.9	-5	0.9	1	1	14	0.8	1.1	9
- C=C(C)CC1(NC(C)c2ccccc2)CCCCC1 (stereo unspecified)
→ -8	0.9	-5	1.1	1.1	-1	12	1.1	1	9
- COc1ccc(C(CC(=O)c2ccc(C)cc2)Nc2ccc([N+](=O)[O-])cc2)cc1 (stereo unspecified)
→ -8	0.8	1	1	1	-4	17	0.8	1.1	-22
- CCCc1cc(=O)[nH]c(SCc2csc(-c3ccccc3)n2)n1
→ -1	0.9	1	1	1	-1	7	0.9	1	2
- COCCN(CC(=O)NCc1ccccc1)C(=O)CCC(=O)Nc1ccccn1
→ -6	0.9	-3	0.9	1	2	11	0.9	1.1	-18
- COc1ccccc1N(CC(=O)NCC(C)C)S(=O)(=O)c1cccs1
→ -10	0.9	-6	1.1	1.1	2	9	1.1	1	0
- COc1ccccc1NC(=O)/C(=N/OCc1ccc(C#N)cc1)C(C)=O
→ -5	0.8	-5	1	1	-8	16	1	1.1	-1
- CC1=NN(C(=O)Cn2ccc([N+](=O)[O-])n2)C(O)(C(F)(F)F)C1 (stereo unspecified)
→ 2	1	-1	1.1	1	-6	4	1	1	10
- CC(C)CC(=O)NC(c1cccs1)c1ccc2cccnc2c1O (stereo unspecified)
→ -20	.	-4	.	1	7	.	.	1	9
- CN(C(=O)c1ccco1)c1nc2c(s1)CCCC2
→ -15	0.9	-8	1.1	1.1	4	8	1.1	0.2	-3

Quoted at random: 2 compounds from above
Under each structure: TNAP inh noacc	Diaphorase act	TNAP inh hiacc	PMI act satM6P	TNAP act hi DEA	Efa HMGR inh	Diaph inh CS	PMI act	FLuc stim CS	G6PDH CS
- Cc1cc(C(C)(C)C)oc1C(=O)N(CC(=O)NC1CCCC1)Cc1ccc(F)cc1
→ -8	0.9	-4	1	1	4	6	0.9	1	-13
- C=C(C)CC1(NC(C)c2ccccc2)CCCCC1 (stereo unspecified)
→ -8	0.9	-5	1.1	1.1	-1	12	1.1	1	9

Back to the main list, repeating the two entries before the break.
Under each structure: TNAP inh noacc	Diaphorase act	TNAP inh hiacc	PMI act satM6P	TNAP act hi DEA	Efa HMGR inh	Diaph inh CS	PMI act	FLuc stim CS	G6PDH CS
- CC(C)CC(=O)NC(c1cccs1)c1ccc2cccnc2c1O (stereo unspecified)
→ -20	.	-4	.	1	7	.	.	1	9
- CN(C(=O)c1ccco1)c1nc2c(s1)CCCC2
→ -15	0.9	-8	1.1	1.1	4	8	1.1	0.2	-3
- N/C(=N\OC(=O)CCCOc1ccc(Cl)cc1Cl)c1ccncc1
→ -12	0.8	-5	0.9	1	0	21	0.9	1	-8
- Clc1ccc2nc(C3CCN(Cc4ccccc4)CC3)[nH]c2c1
→ -12	0.9	-7	1	1.1	-9	8	0.9	1.1	-1
- O=C1/C(=C\c2ccc(-c3ccccc3Cl)o2)SC(=S)N1CC1CCCO1 (stereo unspecified)
→ 21	0.9	18	1.1	0.8	-2	8	1.1	1	3
- COc1ccc2[nH]cc(C(=O)CN3CCCC(C)C3)c2c1 (stereo unspecified)
→ -2	0.9	-7	1.1	1.1	1	9	1.1	1.1	5
- O=C(CSc1cccc[n+]1[O-])N1CCCc2ccccc21
→ -11	1	-4	1	1	-8	3	1.1	1	0
- O=C(CNS(=O)(=O)c1ccccc1)NNC(=O)C(Cl)Cl
→ 92*	0.9	-6	1	1.1	-1	7	1.1	1.1	4
- Cc1cc(C)nc(SC2CCCCC2O)n1 (stereo unspecified)
→ -9	0.9	-2	0.9	1	-8	8	0.9	1.1	0
- Cc1ccc2[nH]c(=O)c(CN(CCCN3CCOCC3)Cc3nnnn3C3CCCC3)cc2c1
→ -20	0.9	-9	1	1.1	-4	14	1.1	1.1	1
- COc1cc(/C=N/c2oc(-c3ccccc3)cc2C#N)ccc1O
→ 23	0.8	10	0.8	0.9	10*	22	0.8	1	-12
- Cc1ccc(CSC2=NCCN2C(=O)C(C)Oc2ccccc2)cc1 (stereo unspecified)
→ -8	0.7	-3	0.9	1	5	29	0.9	1.1	-4
- CCOC(=O)N1CCC(NC(=O)CC(NS(=O)(=O)c2ccc(C)cc2)c2ccco2)CC1 (stereo unspecified)
→ -15	0.9	1	1	1	-1	7	1	1.1	-10
- COc1ccc(-c2cn3c(C)c(C(=O)Nc4ccncc4)sc3n2)cc1
→ -10	1.2	-2	1.6	1	-6	-17	1.5	1	0
- CC(C)N1CCN(Cc2ccc3c(c2)Cc2ccccc2-3)CC1CCO (stereo unspecified)
→ -7	.	-4	.	1	-2	.	.	1.1	18
- Cc1cc(N(CC(=O)NC(C)C)S(C)(=O)=O)ccc1Br
→ -5	0.9	-2	1	1	-9	12	0.9	1	12
- Cc1c(C(=O)Nc2ccc3oc(-c4cccnc4)nc3c2)oc2ccccc12
→ -7	1.2	-6	1	1.1	1	-15	1	1	2
- O=C(CSCCO)Nc1cccc2ccccc12
→ -16	0.9	-8	1	1.1	-6	12	1	1	0

Efa HMGR inh, what is marked active above.
molecule	TNAP inh noacc	TNAP inh hiacc	PMI act satM6P	TNAP act hi DEA	Efa HMGR inh	Diaph inh CS	PMI act
N#CC(=C1CCCC1)c1nc(-c2ccc(Cl)cc2)cs1	-7	0	0.9	1	26*	11	0.9
COc1cc(/C=N/c2oc(-c3ccccc3)cc2C#N)ccc1O	23	10	0.8	0.9	10*	22	0.8

One compound at a time, as listed above. Values in the order: TNAP inh noacc | Diaphorase act | TNAP inh hiacc | PMI act satM6P | TNAP act hi DEA | Efa HMGR inh | Diaph inh CS | PMI act | FLuc stim CS | G6PDH CS
Profile of `O=C(CSCCO)Nc1cccc2ccccc12` → -16 | 0.9 | -8 | 1 | 1.1 | -6 | 12 | 1 | 1 | 0
Profile of `Cc1ccc(CSC2=NCCN2C(=O)C(C)Oc2ccccc2)cc1` (stereo unspecified) → -8 | 0.7 | -3 | 0.9 | 1 | 5 | 29 | 0.9 | 1.1 | -4
Profile of `N/C(=N\OC(=O)CCCOc1ccc(Cl)cc1Cl)c1ccncc1` → -12 | 0.8 | -5 | 0.9 | 1 | 0 | 21 | 0.9 | 1 | -8
Profile of `CCOC(=O)N1CCC(NC(=O)CC(NS(=O)(=O)c2ccc(C)cc2)c2ccco2)CC1` (stereo unspecified) → -15 | 0.9 | 1 | 1 | 1 | -1 | 7 | 1 | 1.1 | -10
Profile of `COc1ccc2[nH]cc(C(=O)CN3CCCC(C)C3)c2c1` (stereo unspecified) → -2 | 0.9 | -7 | 1.1 | 1.1 | 1 | 9 | 1.1 | 1.1 | 5
